Screens deposited in PubChem by Sanford-Burnham Center for Chemical Genomics.
SENP6 block: blocks the human protease SENP6; Recombinant SENP6 catalytic domain, aminoluciferin luminescence; 330,000 compounds, 1.8% hits; inhibition, % at 10 µM;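 active means inhibition above about 50% at the single tested dose, limit read from the data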;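 further: plate controls were DMSO wells with enzyme for no effect and DMSO wells lacking enzyme for full effect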
SENP8 block-1: inhibitors of human SENP8 protease; Q96LD8; recombinant SENP8, Nedd8 substrate fluorescence; inhibition, % at 20 µM; 360,000 compounds, 0.64% hits; AID 602440; in the data active means inhibition mostly above about 40%, no sharp cut-off; inactive means mostly below about 27%
SENP8 block-2: inhibitors of human SENP8 protease | 330,000 compounds, 1.2% hits | inhibition, % at 10 µM | purified SENP8, Z-RLRGG-aminoluciferin cleavage, luminescence | Q96LD8 | AID 2540; in the data active means inhibition above about 50%
SENP7 inh: blocks the human protease SENP7; recombinant SENP7, Z-RLRGG-aminoluciferin luminescence, 40 min; inhibition, % at 5 µM; 330,000 compounds, 1.5% hits; Q9BQF6;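 active means inhibition above about 50% at the single test dose, limit read from the data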;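 further: plate controls were DMSO with enzyme for no effect and no enzyme buffer wells for full effect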
HKDC1 inhibitor: inhibitors of human hexokinase HKDC1 | recombinant HKDC1, G6PDH/diaphorase resazurin coupled fluorescence | inhibition, % at 20 µM | 340,000 compounds, 0.16% hits | AID 493160;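 active means inhibition above about 35% when tested at 20 µM, limit read from the data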;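 further: plate controls were DMSO wells with enzyme for no effect and DMSO wells lacking enzyme for full effect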
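Assay system: recombinant HKDC1 hexokinase; detection: coupled resazurin fluorescence, excitation 525 nm, emission 613 nm; benchmarks: DMSO-plus-enzyme-mix negative control, buffer-substituted positive control; compound dosing: single 20 µM dose; schedule: 90 min at room temperature in dark; also added: glucose plus 1 mM ATP as hexokinase substrates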
Apaf1 inhib: human Apaf-1 inhibition; reconstituted apoptosome caspase-3 activity, DEVD-Rh110 fluorescence; inhibition, % at 20 µM; 330,000 compounds, 0.71% hits; active means inhibition of at least 40% at 20 µM;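 further: plate controls were DMSO wells for no effect and DEVD-CHO caspase inhibitor wells for full effect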
Target sequence (O14727 whole entry, looked up): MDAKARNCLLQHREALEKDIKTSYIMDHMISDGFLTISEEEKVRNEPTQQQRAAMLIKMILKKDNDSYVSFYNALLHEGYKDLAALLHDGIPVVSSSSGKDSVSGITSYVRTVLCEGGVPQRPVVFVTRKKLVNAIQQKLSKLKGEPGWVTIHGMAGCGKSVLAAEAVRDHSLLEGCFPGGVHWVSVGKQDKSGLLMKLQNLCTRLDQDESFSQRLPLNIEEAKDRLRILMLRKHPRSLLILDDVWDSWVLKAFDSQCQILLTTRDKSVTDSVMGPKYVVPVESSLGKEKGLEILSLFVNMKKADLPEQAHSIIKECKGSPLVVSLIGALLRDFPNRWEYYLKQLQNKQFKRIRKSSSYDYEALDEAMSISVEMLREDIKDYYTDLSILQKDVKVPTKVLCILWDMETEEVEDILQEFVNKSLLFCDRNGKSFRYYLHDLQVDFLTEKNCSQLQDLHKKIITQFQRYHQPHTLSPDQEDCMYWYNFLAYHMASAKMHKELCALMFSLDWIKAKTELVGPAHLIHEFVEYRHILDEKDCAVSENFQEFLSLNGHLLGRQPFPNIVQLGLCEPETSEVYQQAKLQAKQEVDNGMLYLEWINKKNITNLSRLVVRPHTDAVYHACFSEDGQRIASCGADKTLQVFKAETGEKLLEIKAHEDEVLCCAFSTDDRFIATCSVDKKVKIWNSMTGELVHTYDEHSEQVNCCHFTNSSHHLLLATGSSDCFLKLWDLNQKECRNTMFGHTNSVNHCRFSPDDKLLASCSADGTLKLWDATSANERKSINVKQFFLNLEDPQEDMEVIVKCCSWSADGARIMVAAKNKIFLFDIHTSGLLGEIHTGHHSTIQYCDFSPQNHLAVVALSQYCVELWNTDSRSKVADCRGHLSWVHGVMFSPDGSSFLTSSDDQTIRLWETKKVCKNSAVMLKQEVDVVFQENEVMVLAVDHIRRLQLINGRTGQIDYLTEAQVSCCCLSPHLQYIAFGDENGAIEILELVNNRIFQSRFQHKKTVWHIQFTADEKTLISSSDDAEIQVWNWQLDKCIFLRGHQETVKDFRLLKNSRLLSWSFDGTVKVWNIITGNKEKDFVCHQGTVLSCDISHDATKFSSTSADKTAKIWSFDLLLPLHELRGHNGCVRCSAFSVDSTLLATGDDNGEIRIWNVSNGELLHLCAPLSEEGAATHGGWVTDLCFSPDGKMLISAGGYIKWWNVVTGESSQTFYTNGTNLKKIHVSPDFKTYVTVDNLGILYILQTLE
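System: reconstituted apoptosome with Apaf-1, cytochrome c, caspase-9, procaspase-3, dATP; Signal: Rh110 fluorescence intensity; Schedule: 30 min compound preincubation, 50 min activation, room temperature; Reagent: cytochrome c trigger plus (Z-DEVD)2-Rh110 caspase-3 substrate.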
SENP1 inh: blocks the human SENP1 SUMO protease catalytic domain; Q9P0U3; recombinant SENP1 catalytic domain, CyPet-SUMO1-YPet FRET cleavage; inhibition, % at 10 µM; 360,000 compounds, 0.21% hits; AID 624204;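 active means inhibition at least 30% at 10 µM, raw YFP signal under a set limit, fluorescence ratio 0.5 to 1.5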;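 further: 0% = enzyme with DMSO and 100% = no enzyme wells; some results filed as inactive read as strong as hits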
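Assay system – human recombinant His6-tagged SENP1 catalytic domain enzyme · Input – SENP1 enzyme, 20 pM final · Buffer or medium – Tris pH 8 buffer plus EDTA, NaCl, BME, BSA, NP40, catalase · Schedule – 50 min reaction at room temperature · Technique – FRET read of cyan and yellow fluorescence · Control set – no-enzyme wells low, DMSO-plus-enzyme wells high control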
NALP3 yeast inh: NALP3 inhibition in yeast; Yeast reconstituted NLRP3/ASC/caspase-1, beta-gal luminescence, 24 h; AID 2825; inhibition, % at 10 µM; 330,000 compounds, 0.39% hits;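 active means inhibition of 50% or more; inactive means inhibition below 50%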;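 further: plate controls were induced DMSO wells for no effect and uninduced yeast grown without galactose for full effect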
PfGluPho inh: PfG6PD (Plasmodium falciparum) enzyme inhibition; 350,000 compounds, 0.78% hits; inhibition, % at 20 µM; PfGluPho enzyme, NADPH resazurin-diaphorase fluorescence; AID 504690;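 active means inhibition reaching at least a set limit at 20 µM in the primary screen, cut at about 59% in these data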;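 further: 0% = DMSO wells with substrate and 100% = DMSO wells lacking glucose-6-phosphate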
Active calls of the source: *; / = no result given.

Under each structure: SENP6 block, SENP8 block-1, SENP8 block-2, SENP7 inh, HKDC1 inhibitor, Apaf1 inhib, SENP1 inh, NALP3 yeast inh, PfGluPho inh
Cc1ccc(S(=O)(=O)N(C)C)cc1NC(=O)COC(=O)CCC1CCCC1
  -3, 6, -13, 15, -3, 12, 5, 11, 9
CN(C[C@H](Cc1ccccc1)N(C[C@H](Cc1ccccc1)N(CC1(c2ccccc2)CC1)N=O)N=O)N=O
  -6, -6, -1, -2, 1, 15, 0, 9, 4
CC1Cc2ccccc2N1C(=O)c1cnc2sccn2c1=O (stereo not drawn)
  0, 3, 7, 1, 1, -4, -1, -5, -17
Fc1ccccc1-c1nnc2c3ccccc3nc(N3CCOCC3)n12
  -2, 4, -7, -7, -3, -4, 2, 2, -7
Nc1ccc(/C=C/C(=O)c2ccco2)cc1
  -4, -114, -12, 4, -2, 18, -23, 8, 10
Cc1cc(C)c(C)c(S(=O)(=O)N2CCC(C(=O)Nc3ccc(S(=O)(=O)N4CCOCC4)cc3)CC2)c1C
  -4, 1, 0, -5, 1, 20, 0, 15, 9
COC(=O)c1cc(NC(=O)CN(c2ccc(OC)cc2)S(=O)(=O)c2ccc(F)cc2)ccc1Cl
  /, 6, /, /, -2, /, 2, /, 14
COc1ccc(CC2(CO)CCN(Cc3cnn(-c4ccccc4OC)c3)CC2)cc1
  -7, 7, -6, -13, -6, 2, 3, 4, 6
COc1cc2nc(CN(C)Cc3nc4ccccc4c(=O)[nH]3)[nH]c(=O)c2cc1OC
  6, -61, 6, 13, 0, -5, -23, -1, 0
O=S(=O)(c1ccc2c(c1)OCCO2)N1CCN(c2nc(-c3cccnc3)nc3ccccc23)CC1
  -9, /, 5, 0, /, -4, /, 10, /
CCCCOc1ccc(/C=N/NC(=S)Nc2cc(C)ccc2C)cc1
  10, 5, 2, -2, 0, 35, 2, 12, -23
C[C@@H]1CN([C@H](C)CO)C(=O)c2cccc(NS(=O)(=O)c3ccccc3)c2O[C@H]1CN(C)C
  -9, 4, 1, 10, -6, 5, 0, 0, 11
CC(=O)c1cccc(NC(=O)C(C)OC(=O)Cc2n[nH]c(=O)c3ccccc23)c1 (stereo not drawn)
  10, 0, -4, -2, -4, -2, 1, 23, -2
O=C(CCCN1C(=O)/C(=C/c2cccs2)SC1=S)Nc1ccccc1O
  -21, 16, -5, 5, 0, 10, -1, 16, 17
COc1ccc(NC(=O)CSc2ccc(-c3cccs3)nn2)c(OC)c1
  -1, 13, -2, 4, 21, -2, 1, 15, 13
CCc1c(O)nc(SCC(=O)Nc2nc3ccccc3s2)n(-c2ccc(C)cc2)c1=O
  -2, 16, -4, 7, 3, 0, 2, 24, -6
CSc1ccccc1NC(=O)CSCc1nc2sc(C)c(C)c2c(=O)[nH]1
  1, -14, -5, -14, 1, 5, 21, 17, 19
COc1cccc(OC)c1C(=O)NC(=S)Nc1ccc2c(c1)Cc1ccccc1-2
  3, 13, -3, 5, 0, 22, 2, 3, 9
O=C(CSc1nnc(Nc2ccccc2)s1)NN1C(=O)NC2(CCCCC2)C1=O
  12, 0, -2, 0, -4, 0, 1, 8, -9
CC1(C)CC(=O)N(c2cc(Cl)ccc2Cl)C(=O)C1
  5, 21, 2, -5, -4, -6, 2, 8, 0
CCN(CC)C(=O)CSc1nc2ccccc2c(=O)n1OC
  -18, 18, 1, 2, -12, 1, 3, 13, -24
COc1ccc(F)cc1S(=O)(=O)N1CCC2(CC1)OCCN2S(=O)(=O)c1ccccc1
  -18, 9, -6, 10, 1, 2, 4, 17, 3
COc1ccc(-c2c(NC(=O)c3ccco3)n(-c3ccc(C)cc3)nc(C)c2=O)cc1
  1, 17, -5, -10, -7, -2, 3, -6, -4
O=C(c1ccco1)N1CCCC(c2nc3c(nnn3Cc3c(Cl)cccc3Cl)c(=O)[nH]2)C1 (stereo not drawn)
  -16, 12, -2, 7, 6, 24, -1, 14, -12
Cn1ncc(C#N)c1/N=C/N1CCCC1
  -15, 22, 2, 3, -1, -3, 2, 5, -15
Nc1nc(CN2CCN(c3ccccc3)CC2)nc(Nc2ccc(Cl)cc2)n1
  -11, 23, 1, -4, 7, -1, 1, 4, 0
CC(C)CCNc1nc(N)c([N+](=O)[O-])c(N2CCCCCC2)n1
  -13, 24, 4, 1, 8, 29, 1, 41, -14
Nc1nc(C23CC4CC(CC(C4)C2)C3)cs1
  -26, 6, 4, 3, -2, -9, 3, 11, 20
CCN(CC(=O)Nc1ccccc1OC)C(=O)CC1CC2CCC1C2 (stereo not drawn)
  8, 15, 6, -8, 1, 12, 0, 2, 15
CCCOC(=O)C1=C(C)N(C)C(=O)NC1c1cc2c(cc1Br)OCO2 (stereo not drawn)
  1, 6, -6, 11, -1, 7, 0, 9, 2
CCCCC1=CC2=C(c3ccco3)C(=O)C(C)(OC(=O)c3ccc(OC)cc3)C(=O)C2=CN1C1CC1 (stereo not drawn)
  10, -14, -14, 14, 12, 40*, 26, 20, 19
ClC1(CNc2ccccc2)CCN(Cc2ccccc2)CC1
  2, 6, 5, 13, 5, 5, 0, 22, 4
O=C(Nc1nccs1)C1CC(=O)N(CCc2ccc(F)cc2)C1 (stereo not drawn)
  -6, 7, 1, 0, -3, 4, 2, 19, 5
CC(=O)c1cc2c(cc1N(C(=O)c1ccco1)C(C(=O)NC1CCCC1)c1ccccc1F)OCO2 (stereo not drawn)
  -5, 10, 6, -1, -2, 9, -2, 17, -2
CCOc1ccc(NC(=O)C2CCN(S(=O)(=O)c3ccc4c(c3)C(C)(C)C(=O)N4C)CC2)cc1
  3, -2, -2, 3, -5, 6, 5, 26, 5
Cc1cc(/C=C2\NC(=O)N(Cc3ccc(Cl)cc3)C2=O)c(C)n1C
  /, -163, /, /, -2, /, -22, /, 7
CCOc1ccc(N2CC(C(=O)NCCc3ccc(F)cc3)CC2=O)cc1 (stereo not drawn)
  16, 0, -6, -10, -6, -3, 2, 12, -7
O=C(COC(=O)c1ccccc1)Nc1ccccc1Sc1ccccc1
  -3, 7, -9, -3, 3, 24, 3, 17, -2
O=c1c2cn[nH]c2[nH]c(=S)n1-c1cccc(Cl)c1
  -17, 13, -10, 2, -1, -12, -2, 2, 0
Cn1c(=O)c2[nH]c(Cc3cccc4ccccc34)nc2n(C)c1=O
  /, 10, /, /, -8, /, -3, /, 2
COc1cc2cc(CN(CCCN3CCOCC3)C(=O)Nc3ccc(F)cc3)c(=O)[nH]c2cc1OC
  -6, -404, 6, 2, -11, 0, -9, 7, 12
COc1ccc(N(CC(=O)Nc2cccc(N(C)S(C)(=O)=O)c2)S(C)(=O)=O)cc1OC
  -19, 7, -9, -4, -1, -11, -1, 16, -5
CC(C)CC(=O)n1sc(NC(=O)c2ccccc2)nc1=O
  -5, -1, 0, 26, 2, -7, 1, -1, 22
CCn1cc(/C=C(\NC(=O)c2ccc(OC)cc2)C(=O)N2CCOCC2)c2ccccc21
  -16, -68, -13, -10, -3, 10, -5, 6, 3
O=C(Nc1ccc(N2CCN(C(=O)c3ccccc3)CC2)c(Cl)c1)c1ccco1
  -14, 14, -8, 4, 0, 16, 1, 20, -20
CC(=O)Nc1ccc(OCC(=O)NCCc2ccc(Cl)cc2)cc1
  -2, 12, -3, 1, -8, -7, 0, 11, -10
CCOc1ccccc1N(CC(=O)Nc1ccccc1C(=O)OC)S(C)(=O)=O
  0, 28, -8, -12, -11, 4, 2, 6, -13
COc1ccc(C2CC(=O)C=C(NNS(=O)(=O)c3ccc(C)cc3)C2)cc1 (stereo not drawn)
  9, 17, 10, -1, -4, 1, -2, 7, -14
CN(C)C(=O)CNc1n[nH]c(=S)[nH]c1=O
  12, 28, 1, -3, -6, -7, -1, 5, -2
O=C(CN1C(=O)/C(=C/c2ccc(Cl)cc2)SC1=S)NC1C=CS(=O)(=O)C1 (stereo not drawn)
  -4, 26, -9, -10, -5, 14, 0, -8, -28
CSc1nc2c(c(=O)n1Cc1ccccc1)SC(C)C2 (stereo not drawn)
  7, 17, -3, -1, 5, 4, -1, -36, -12
CCC(C)c1ccc(NC(=S)N2CCN(S(C)(=O)=O)CC2)cc1 (stereo not drawn)
  -16, 1, -4, -2, 3, 9, 4, 10, 3
COc1ccc(Cl)cc1C(=O)CSc1nnnn1C1CCCC1
  -18, 6, -18, -20, -5, 8, 0, 43, 22
Cc1cnc(C(=O)OCC(=O)Nc2cccc(S(=O)(=O)N3CCOCC3)c2)cn1
  -20, 1, -6, 4, -6, 0, -3, -2, 10
CCN=C(NS(=O)(=O)c1ccc(Br)cc1)c1ccc(Cl)cc1
  4, 13, -2, 4, 4, 7, 1, 6, -17
C#CC[N+](C)(C)CCN1C(=O)C2C(c3ccccc3)C=CC(c3ccccc3)C2C1=O (stereo not drawn)
  -11, 11, -1, -5, 1, -4, 3, 12, -15
CCSc1nnc(NC(=O)CSc2ncccn2)s1
  5, 13, -3, 3, -3, -5, -1, -8, -23

Entries from the list above with an NH in an aromatic ring, in the order listed:
Under each structure: SENP6 block, SENP8 block-1, SENP8 block-2, SENP7 inh, HKDC1 inhibitor, Apaf1 inhib, SENP1 inh, NALP3 yeast inh, PfGluPho inh
COc1cc2nc(CN(C)Cc3nc4ccccc4c(=O)[nH]3)[nH]c(=O)c2cc1OC
  6, -61, 6, 13, 0, -5, -23, -1, 0
CC(=O)c1cccc(NC(=O)C(C)OC(=O)Cc2n[nH]c(=O)c3ccccc23)c1 (stereo not drawn)
  10, 0, -4, -2, -4, -2, 1, 23, -2
CSc1ccccc1NC(=O)CSCc1nc2sc(C)c(C)c2c(=O)[nH]1
  1, -14, -5, -14, 1, 5, 21, 17, 19
O=C(c1ccco1)N1CCCC(c2nc3c(nnn3Cc3c(Cl)cccc3Cl)c(=O)[nH]2)C1 (stereo not drawn)
  -16, 12, -2, 7, 6, 24, -1, 14, -12
O=c1c2cn[nH]c2[nH]c(=S)n1-c1cccc(Cl)c1
  -17, 13, -10, 2, -1, -12, -2, 2, 0
Cn1c(=O)c2[nH]c(Cc3cccc4ccccc34)nc2n(C)c1=O
  /, 10, /, /, -8, /, -3, /, 2
COc1cc2cc(CN(CCCN3CCOCC3)C(=O)Nc3ccc(F)cc3)c(=O)[nH]c2cc1OC
  -6, -404, 6, 2, -11, 0, -9, 7, 12
CN(C)C(=O)CNc1n[nH]c(=S)[nH]c1=O
  12, 28, 1, -3, -6, -7, -1, 5, -2
